ALDH1A1 block – qHTS Assay for Inhibitors of Aldehyde Dehydrogenase 1 (ALDH1A1); Potency, µM (top dose mostly 75.3 µM), for inactives: at the top dose activity, negative = inhibition, usual class: inhibitors; AID 1030, 2008; Aldehyde dehydrogenase 1A1 (Homo sapiens), P00352; hit rate 7.3% among 220,000; Purified ALDH1A1, NADH fluorescence, propionaldehyde substrate; active means well fitted inhibition curve with a large enough effect, not every such curve was filed as active; inconclusive means small, poorly fitted or top-dose-only effect, or another doubt; inactive means no such curve, though single readings can be large or run the other way;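 further: plate controls were no enzyme wells and a reference inhibitor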
Target sequence (P00352 whole entry, looked up): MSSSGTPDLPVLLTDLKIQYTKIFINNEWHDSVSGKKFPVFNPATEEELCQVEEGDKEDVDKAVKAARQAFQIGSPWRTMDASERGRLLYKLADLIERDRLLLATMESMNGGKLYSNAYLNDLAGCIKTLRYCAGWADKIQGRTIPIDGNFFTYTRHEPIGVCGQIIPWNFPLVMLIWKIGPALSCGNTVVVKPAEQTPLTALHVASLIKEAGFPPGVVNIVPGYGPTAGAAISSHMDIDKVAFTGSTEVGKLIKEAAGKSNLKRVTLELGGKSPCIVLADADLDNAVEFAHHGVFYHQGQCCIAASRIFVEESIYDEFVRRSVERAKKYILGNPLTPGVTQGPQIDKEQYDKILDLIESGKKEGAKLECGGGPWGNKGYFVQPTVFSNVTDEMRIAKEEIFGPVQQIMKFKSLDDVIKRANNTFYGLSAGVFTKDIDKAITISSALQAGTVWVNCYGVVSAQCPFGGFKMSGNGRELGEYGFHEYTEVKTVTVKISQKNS
SMN2 splice enh – qHTS Assay for Enhancers of SMN2 Splice Variant Expression; Potency, µM (titrated, usually from 46.1 µM), for inactives: at the top dose activity change, positive = activation, usual class: activators; AID 1458, 2008; HEK293 SMN2-luciferase splicing reporter, luminescence, 30-36 h; hit rate 2.8% among 210,000; further: % of control where 0% means no effect; nearly all actives have a fitted effect of over 55% in size
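qHTS luciferase splicing reporter: luminescence rises when SMN2 exon 7 is included in transfected HEK293 cells. Compound exposure lasted 30-36 h at 37C, with 4.5 mM final sodium butyrate as control, followed by a ONE-Glo read.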
GAA glycogen mod – qHTS Assay for Inhibitors and Activators of Human alpha-Glucosidase Cleavage of Glycogen; recombinant GAA, glycogen substrate, Amplex Red glucose oxidase fluorescence; Potency, µM (highest dose often 76.4 µM), without a hit: top-dose activity change, negative = inhibition, hits mostly inhibitors; hit rate 0.38% among 300,000;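 further: 0% = full enzyme reaction and -100% = no-enzyme basal signal; the screen sought inhibitors and activators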
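Recombinant human enzyme (4 nM); glycogen substrate; 37 C, 40 min, pH 5.0. Readout: coupled glucose oxidase/Amplex Red fluorescence.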
GAA spleen mod – qHTS Assay for Inhibitors and Activators of Human alpha-Glucosidase From Spleen Homogenate; Lysosomal alpha-glucosidase (Homo sapiens), P10253; human spleen homogenate, 4-MU-alpha-glucoside fluorescence; Potency, µM (doses to about 79.9 µM), for the others: at the top dose activity change, negative = inhibition, actives largely listed as inhibitors; hit rate 0.006% among 240,000; AID 2112, 2009;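 further: 0% = enzyme with vehicle and -100% = no enzyme basal signal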
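Compounds were titrated against alpha-glucosidase in spleen homogenate at pH 5.0, with 1 mM 4-methylumbelliferyl substrate for 40 min at 37 C. Reactions were quenched with pH 10 NaOH/glycine and fluorescence measured.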
GoLoco inh red – qHTS Assay for Inhibitors of RGS12 GoLoco Motif Activity (Red Fluorophore) | Guanine nucleotide-binding protein G(i) subunit alpha-1 (Homo sapiens), P63096 | Gai1:RGS12 GoLoco peptide FP, rhodamine, 10 min | Potency, µM (top dose mostly 61.6 µM), inactives show at the top dose activity, negative = inhibition, actives largely listed as inhibitors | hit rate 0.44% among 230,000; active means well fitted inhibition curve with a large enough effect, not every such curve was filed as active; inactive means no such curve, though single readings can be large or run the other way; further: on the % scale 0 is the no-effect control and ±100 the full control effect; nearly all actives have a fitted effect of over 30% in size; many of its hits are not listed in these tables
Target sequence (P63096 whole entry, looked up): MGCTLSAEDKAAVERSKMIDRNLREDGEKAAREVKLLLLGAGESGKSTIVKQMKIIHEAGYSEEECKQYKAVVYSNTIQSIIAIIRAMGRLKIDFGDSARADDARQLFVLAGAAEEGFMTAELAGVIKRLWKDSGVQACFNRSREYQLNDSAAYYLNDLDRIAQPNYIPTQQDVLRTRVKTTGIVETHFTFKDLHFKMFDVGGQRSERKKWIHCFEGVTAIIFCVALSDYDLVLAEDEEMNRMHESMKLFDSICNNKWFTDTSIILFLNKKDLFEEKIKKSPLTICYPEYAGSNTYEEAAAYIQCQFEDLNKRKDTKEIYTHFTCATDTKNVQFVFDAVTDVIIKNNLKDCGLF
GAA inh – qHTS Assay for Inhibitors of Human alpha-Glucosidase as a Potential Chaperone Treatment of Pompe Disease; Lysosomal alpha-glucosidase (Homo sapiens), P10253; purified human GAA, 4-MU-alpha-glucoside fluorescence; Potency, µM (doses to about 76.9 µM), inactives show at the top dose activity change, negative = inhibition, usual class: inhibitors; hit rate 0.005% among 200,000; AID 1466, 2008;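 further: plate controls were uninhibited enzyme wells for no effect and no-enzyme background for full effect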
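Enzyme (4 nM final) mixed with compound (up to 77 uM), then 4-MU-alpha-D-pyranoside (400 uM final) added; 20 min at room temperature, pH 5.0. Reaction stopped at pH 10, fluorescence read, AC50 derived by Hill fit.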
KDM4E inh – qHTS Assay for Inhibitors of Human Jumonji Domain Containing 2E (JMJD2E); JMJD2E catalytic domain, FDH-coupled NADH fluorescence (FDH is formaldehyde dehydrogenase); Lysine-specific demethylase 4E (Homo sapiens), B2RXH2; hit rate 1.6% among 230,000; Potency, µM (highest dose often 57.1 µM), for the others: at the top dose activity change, negative = inhibition, most hits filed as inhibitors; active means well fitted inhibition curve with a large enough effect, not every such curve was filed as active; inconclusive means small, poorly fitted or top-dose-only effect, or another doubt; inactive means no such curve, though single readings can be large or run the other way;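 further: 0% = wells with enzyme and -100% = buffer wells without enzyme; nearly all actives have a fitted effect of over 50% in size; many of its hits are not listed in these tables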
GLA spleen mod – qHTS Assay for Inhibitors and Activators of Human alpha-Galactosidase From Spleen Homogenate | human spleen homogenate, 4MU-alpha-Gal fluorescence, 40 min | Potency, µM (doses to about 80 µM), inactives show at the top dose activity change, negative = inhibition, hits mostly inhibitors | hit rate 0.008% among 240,000;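 further: 0% = enzyme with vehicle and -100% = no enzyme basal signal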
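Human spleen homogenate (1 ug) as enzyme source, 4-methylumbelliferyl-alpha-D-galactopyranoside 1 mM final, citrate/phosphate pH 5.0 with 0.01% Tween-20. Compounds 40 min at 37C, NaOH/glycine stop; fluorescence Ex 365/Em 440, Hill-fit AC50.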
Numbers without * were called inactive; u = inconclusive; x = no result given; & = joins results of further samples; [ ] = another dose, or the depositor's remark. Unless noted, the call rests on the fitted dose curve; in most records, active means well fitted curve in the direction sought with a large enough effect; inconclusive means small, poorly fitted or top-dose-only effect, or another doubt; inactive means no such curve, though single readings can be large; an effect the other way counts as inactive or inconclusive. Potency means the concentration at half of the fitted maximal effect. Some of the compounds tested; rates above refer to the full screens.

SMILES | ALDH1A1 block | SMN2 splice enh | GAA glycogen mod | GAA spleen mod | GoLoco inh red | GAA inh | KDM4E inh | GLA spleen mod
CC(C(=O)NCC1CCCCC1)N1CCc2ccccc2C1 (configuration not stated) | -3% | -7% | 1% | -2% | -2% | 4% | -10% | -7%
O=c1oc(/C=C/c2ccccc2)nc2sc3c(c12)CCC3 | 7% | 11µM* | 7% | 2% | -5% | 3% | 5% | -2%
Cc1nc([N+](=O)[O-])c(Br)n1Cc1ccccc1 | x | x | -11% | -3% | 3% | x | 4% | 8%
Cc1[nH]c(=S)c(C#N)c(-c2ccco2)c1C(=O)N(C)C | 28µM* | 5% | u | x | 8% | -7% | u | 4%
CCOC(=O)/C(C#N)=C\c1c(C)cc(C)c(COC(C)=O)c1C | 2% | -15% | -3% | -5% | 1% | -1% | -6% | -9%
Cc1ccc(OCC(=O)Nc2cccc(-c3nnc(-c4ccccc4)o3)c2)cc1 | -4% | 25µM* | -13% | -1% | -5% | -9% | u | 3%
Cc1noc(C)c1COC(=O)C1COc2ccccc2O1 (configuration not stated) | -7% | -7% | 3% | -6% | -6% | -1% | -2% | -1%
Cn1cnnc1SCC(=O)Nc1ccc(S(=O)(=O)N2CCCC2)cc1 | 3% | -2% | 1% | -1% | -11% | -11% | 2% | 1%
CC(C)c1nnc(NC(=O)c2cccs2)s1 | 1% | 14µM* | 2% | -4% | 8% | u | 5% | -4%
S=C(NCCc1ccccc1)NC1CCC(NC(=S)NCCc2ccccc2)CC1 (configuration not stated) | 13% | 23% | -2% | -7% | 9% | u | 17% | 3%
N/C(Cc1ccc(Cl)cc1Cl)=N\OC(=O)c1cccs1 | -5% | -11% | 0% | -6% | -16% | -8% | 2% | -10%
CCCCCCN(C(=O)CCCCCN1C(=O)NC(c2ccc(-c3ccccc3)cc2)C(C(=O)OCc2ccccc2)=C1C)C(C(=O)NCCCC)c1ccc(OCC(=O)OC)c(C(=O)OC)c1 (configuration not stated) | x | x | 0% | 2% | -2% | x | 1% | 3%

Overlap with the part before: two compounds, then new ones.
SMILES | ALDH1A1 block | SMN2 splice enh | GAA glycogen mod | GAA spleen mod | GoLoco inh red | GAA inh | KDM4E inh | GLA spleen mod
N/C(Cc1ccc(Cl)cc1Cl)=N\OC(=O)c1cccs1 | -5% | -11% | 0% | -6% | -16% | -8% | 2% | -10%
CCCCCCN(C(=O)CCCCCN1C(=O)NC(c2ccc(-c3ccccc3)cc2)C(C(=O)OCc2ccccc2)=C1C)C(C(=O)NCCCC)c1ccc(OCC(=O)OC)c(C(=O)OC)c1 (configuration not stated) | x | x | 0% | 2% | -2% | x | 1% | 3%
COc1ccc([N+](=O)[O-])cc1NC(=O)CSCc1ccccc1C | u | -15% | 14% | -9% | 5% | -5% | 6% | -11%
CC(Sc1ccc2ccccc2c1)C(=O)NC(N)=O (configuration not stated) | -11% | 15% | 2% | -2% | 3% | -4% | -1% | 0%
COc1ccccc1Nc1cc(C)nc2c(C)ccc([N+](=O)[O-])c12 | 2% | -2% | -7% | 1% | 7% | x | -7% | 2%
CN1c2ccccc2Oc2nnc(Cl)cc21 | u | -9% | 14% | 2% | 14% | 12% | u | 3%
COc1cc(CNCc2ccccn2)ccc1OCc1ccc(Cl)cc1Cl | -14% | -15% | -3% | 1% | -2% | u | 1% | 6%
CC1CCCCC1NC(=O)CSc1nnc(-c2ccccc2)n1N (configuration not stated) | u | x | 8% | 7% | x | -2% | 1% | 10%
Cc1nn(CC(=O)c2cccc(Cl)c2)c(C)c1[N+](=O)[O-] | 5% | 20% | -7% | -12% | 21% | -9% | -2% | 4%
Cn1cccc1C(=O)NC(=O)COC(=O)CNC(=O)c1ccc(Cl)cc1Cl | -15% | -22% | 4% | -21% | 20% | -3% | u | -1%
COc1ccc(C(=O)N2CCC3(CCN(Cc4ccc(C#N)cc4)CC3)CC2)cc1 | -7% | -35%[inhibitor] | x | 11% | 4% | x | x | 5%
CCOC(=O)N1CCN(c2ncnc3c2[nH]c2ccc(OC)cc23)CC1 | u | -24% | -2% | 0% | 0% | 0% | u | 3%
CC(/C=C/c1cccc(Oc2ccc(F)cc2)c1)N(O)C(N)=O (configuration not stated) | 5%&-9% | -26%&-13% | x | -3%&0% | 11%&1% | x | 0% | -9%&-3%
CCOC(=O)N/N=C(\C)c1ccc(Br)cc1 | 6% | -11% | 5% | -6% | -7% | -7% | 0% | 5%

Among those listed so far, these have bromine:
SMILES | ALDH1A1 block | SMN2 splice enh | GAA glycogen mod | GAA spleen mod | GoLoco inh red | GAA inh | KDM4E inh | GLA spleen mod
Cc1nc([N+](=O)[O-])c(Br)n1Cc1ccccc1 | x | x | -11% | -3% | 3% | x | 4% | 8%
CCOC(=O)N/N=C(\C)c1ccc(Br)cc1 | 6% | -11% | 5% | -6% | -7% | -7% | 0% | 5%

Of the compounds above, two have an NH in an aromatic ring:
SMILES | ALDH1A1 block | SMN2 splice enh | GAA glycogen mod | GAA spleen mod | GoLoco inh red | GAA inh | KDM4E inh | GLA spleen mod
Cc1[nH]c(=S)c(C#N)c(-c2ccco2)c1C(=O)N(C)C | 28µM* | 5% | u | x | 8% | -7% | u | 4%
CCOC(=O)N1CCN(c2ncnc3c2[nH]c2ccc(OC)cc23)CC1 | u | -24% | -2% | 0% | 0% | 0% | u | 3%

Next records follow:
SMILES | ALDH1A1 block | SMN2 splice enh | GAA glycogen mod | GAA spleen mod | GoLoco inh red | GAA inh | KDM4E inh | GLA spleen mod
Oc1ccccc1CN1CCC(C(O)(c2ccccc2)c2ccccc2)CC1 | u | -28% | -5% | -4% | -7% | -8% | u | 7%
O=C(N/N=C/c1ccc2c(c1)OCO2)c1ccc(Br)o1 | x | 13µM* | 14% | -7% | -9% | 1% | 3% | -12%
O=C(NCC1CCCO1)c1cn(-c2ccccc2)nc1-c1ccccc1 (configuration not stated) | u | x | 14% | -5% | 4% | x | 0% | -4%
O=C1c2ccccc2NC2(CCCC2)N1O | 1% | 3% | -14% | -1% | -6% | 1% | u | -6%
O=C(Nc1ccc(N2CCOCC2)cc1)c1ccc(S(=O)(=O)N2CCCCC2)cc1 | 0.11µM* | x | 3% | 0% | x | 7% | -9% | -4%
CCc1noc(C)c1C(=O)NCCc1ccc(OC)c(OC)c1 | 16% | 6% | 0% | -7% | -3% | 0% | -3% | 12%
COc1cc2c(cc1OC)CN(c1nc(CN3CCOCC3)nc3sc4c(c13)CCC(C)C4)CC2 (configuration not stated) | -4% | 14% | 6% | -3% | -13% | -24% | -3% | 1%
C=CCOC(=O)C1=C(C)NC(SCC(=O)Nc2nccs2)=C(C#N)C1c1cccs1 (configuration not stated) | u | -47%[inhibitor] | -2% | -2% | 3% | 6% | -19% | -10%
O=C(Nc1ncc(S(=O)(=O)c2ccc([N+](=O)[O-])cc2)s1)c1cccc2ccccc12 | -3% | x | -3% | -2% | -1% | -5% | 3% | 2%
Cc1ccc(CNC(=O)CSc2ccsc2[N+](=O)[O-])cc1 | 1% | u | 17% | 2% | 5% | -6% | -9% | -1%
COc1ccc(C2c3ccc(O)cc3Oc3ncn(Cc4ccccc4)c(=N)c32)cc1OC (configuration not stated) | 3% | x | 2% | 5% | 2% | -2% | 2% | 3%
COC(=O)c1cc(-c2ccc3c(c2)OCO3)nc2ccccc12 | u | -23% | -3% | 9% | 6% | u | u | 27%
CN(C)CCOC(=O)c1sc2ccccc2c1Cl | -2% | -6% | 3% | x | -2% | -1% | -2% | -2%
O=C(Oc1ccc(N(Cc2cccs2)C2=NS(=O)(=O)c3ccccc32)cc1)c1ccc(Cl)cc1 | 22µM* | -23% | -3% | -5% | 2% | 1% | u | -6%
CC(=O)c1c(C(C)=O)c(C)n(-c2nc(-c3ccc(Br)cc3)c(C)s2)c1C | 0% | -21% | -3% | -17% | 0% | -8% | -1% | 6%
Cc1c(C(=O)c2ccc(Cl)c([N+](=O)[O-])c2)c2ccccn2c1CCC#N | u | -2% | -12% | -19% | 2% | -14% | -5% | 7%
CCOC(=O)C(NC(=O)CCl)(Nc1sc(C)c(CC)c1C#N)C(F)(F)F (configuration not stated) | -1% | 19% | 0% | 0% | -7% | -2% | -17% | 4%
CCCCNC(=O)Cn1cnc2sc(C(=O)OCC)c(C)c2c1=O | 6% | 12% | -1% | 0% | 6% | -1% | 17% | u
Cc1cc[n+](Cc2ccc([N+](=O)[O-])cc2)cc1 | 3% | 1% | 11% | -1% | 1% | -2% | 0% | 4%
Cc1ccc(CCNC(=O)CN2C(=O)COc3ccccc32)cc1 | u | 17% | 2% | 0% | -4% | u | 8% | 0%
Cc1nc(N)nc(COc2ccccc2)n1 | 7% | x | -3% | -1% | 10% | 0%[15.4 µM] | -7% | -5%
O=C(Nc1ccccc1O)c1c(O)c2c([nH]c1=O)CCCC2 | -2% | 18µM* | 3% | 3% | 4% | 14% | u | -8%
O=C(N/N=C/c1ccc(Sc2ccccn2)o1)c1cccc([N+](=O)[O-])c1 | -6% | -6% | -4% | 5% | 9% | -11% | 4% | -1%

Assay outcomes as filed in PubChem BioAssay.
